Screens: PubChem BioAssay, several laboratories
WT yeast gro inh: growth inhibition of WT yeast, mitochondrial fusion screen. mitochondrial fusion phenotypic screen, WT strain. inhibition, % at 10 µM. 190,000 tested, 2.1% active; in the data active means inhibition above about 58%; tested in S. cerevisiae
Myeloid diff 2: myeloid differentiation induction. ER-HoxA9 myeloid progenitors, lysozyme-GFP differentiation, flow cytometry. calls only at 10 µM. 360,000 tested, 1% active;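 active means normalized GFP-positive differentiation at or above the plate's own cutoff, the solvent-only control mean plus 3 SD; inconclusive means no clear call, values can overlap the other calls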;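 further: cells exposed to compound for four days before flow analysis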
RSV CPE inhibition: inhibition of RSV-induced cytopathic effect – HEp-2 cells, primary 10 µM value included (AID 2391). HEp-2 cells, RSV-induced CPE inhibition; higher % means a stronger effect. CPE inhibition, % at 10 µM; hits with a dose series show IC50 in µM. 310,000 tested, 0.13% active; in the data active means a potency from the dose series; inconclusive means CPE inhibition mostly from about 23% at the one dose, without a potency; inactive means the rest, 99 in 100 with CPE inhibition below about 21%; further: strong numbers were not always called active
SV40 large T antigen: SV40 large T antigen inhibitors, biochemical (AID 1903); SV40 large T antigen ATPase/helicase inhibition assay; higher % means a stronger effect; 310,000 tested, 0.39% active; inhibition, % at 20 µM; hits with a dose series show IC50 in µM; in the data active means a potency from the dose series; inconclusive means inhibition mostly from about 32% at the one dose, without a potency; inactive means the rest, 99 in 100 with inhibition below about 32%; further: strong numbers were not always called active
Rac1 GTP hydrolysis: MgcRacGAP GTPase-activating activity inhibitors, confirmation, biochemical, ADP Hunter fluorescence; MgcRacGAP-stimulated Rac1 GTP hydrolysis, ADP Hunter fluorescence; higher % means a stronger effect; GST-tagged Rac1 F28L mutant substrate; inhibition, % at 30 µM; hits with a dose series show IC50 in µM; 340,000 tested, 0.6% active;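 active means first-screen hits whose inhibition reached a set limit at any dose in the follow-up dose series; inconclusive means inhibition above the set first-screen limit but never retested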;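 further: fluorescence reports GDP produced by GAP-driven GTP hydrolysis; strong numbers were not always called active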
West Nile virus CPE: West Nile virus antiviral activity, cell-based, CPE readout (AID 1621). West Nile virus-infected cells, CPE inhibition; higher % means a stronger effect. one-dose CPE inhibition, % at 10 µM; IC50 in µM for titrated hits. 290,000 tested, 0.02% active; in the data active means a potency from the dose series; inconclusive means CPE inhibition mostly from about 3.7% at the one dose, without a potency; inactive means the rest, 99 in 100 with CPE inhibition below about 2.2%; further: strong numbers were not always called active
Salmonella PhoP GFP: PhoP-dependent GFP reporter repression – Salmonella Typhimurium, primary screen (AID 1863); one-dose inhibition, % at 50 µM; IC50 in µM for titrated hits; S. Typhimurium PhoP-regulated promoter GFP reporter, 4 h; higher % means a stronger effect; 300,000 tested, 0.16% active;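 active means inhibition over 29.93%, a cutoff 3 SD above the screen mean, later confirmed by dose response; inconclusive means inhibition over 29.93% but no dose response follow-up; inactive means inhibition at most 29.93% or unconfirmed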;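 further: 0% = low Mg2+ inducing control and 100% = high Mg2+ repressing control; strong numbers were not always called active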
bCat nuc transl: alters nuclear translocation of beta-catenin in HeLa cells; 190,000 tested, 0.3% active; immunofluorescence imaging; nuclear translocation activity, % at 5 µM; AID 1665;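 active means nuclear translocation activity above 50% at 5 µM, with a well cell count of 50 or more; inconclusive means wells under 50 cells across six images, flagged as toxic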;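 further: per-cell ratio of nuclear to cytoplasmic median beta-catenin stain intensity; plate controls were DMSO negative control for no effect and GSK-3 inhibitor IX positive control for full effect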
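Test system: human HeLa cells, endogenous beta-catenin. Times: 24 h compound exposure, 37°C. Measured by: beta-catenin immunofluorescence imaging with DAPI.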
T cell modulator: T cell immune modulators affecting CD8 T cell-vesicle binding. AID 2052. 330,000 tested, 0.068% active. calls only at 7 µM. 2C CD8+ T cell-vesicle binding, flow cytometry; active compounds read low;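 active means response, share of CD8 T cells binding vesicles, and their 90th percentile fluorescence all below set limits, cut at about 80% in these data, passing the limit was not always enough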
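incubation = binding step 1.5 h, 37 °C, antibody labelling 20 min, ice | test system = 2C mouse CD8+ T cells | read-out basis = percent CD8+ FL2 mean versus row control | controls = Peptide-free naked vesicles (low) and QL9 vesicles with 0.7% DMSO vehicle (high) | detection = flow cytometry of vesicle-bound cells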
WT yeast gro inh mutant strain: also measured in WT yeast gro inh; calls as there; inhibition, %; mitochondrial fusion phenotypic screen, mutant strain inhibition
bCat nuc transl cell count 5 µM: further read-out of bCat nuc transl, marked with its call; cell count; measured here: cell count, cytotoxicity flag
T cell modulator vesicle-bound %: recorded beside T cell modulator, whose call it bears; double positive events, %; measured here: CD8+ vesicle-bound cell fraction;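 binding gate set so that unloaded-vesicle control wells show 10% double positive cells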
Myeloid diff 2 GFP+ MAC1+ %: recorded beside Myeloid diff 2, whose call it bears; GFP+ MAC1+ double positive, %; measured here: differentiation confirmed by MAC1 staining
The depositor's hits bear a star; i = inactive; ? = inconclusive; . = no result given. Outcome played no part in choosing rows. About 3.6% of those tested had a hit in this group.

Molecule,T cell modulator vesicle-bound %,WT yeast gro inh,Salmonella PhoP GFP,Myeloid diff 2,RSV CPE inhibition,Myeloid diff 2 GFP+ MAC1+ %,Rac1 GTP hydrolysis,West Nile virus CPE,bCat nuc transl,SV40 large T antigen,WT yeast gro inh mutant strain,T cell modulator,bCat nuc transl cell count 5 µM
O=C(NCC(c1ccco1)N1CCCCC1)c1ccc(OCc2ccccc2)cc1 (stereo unspecified),14,71*,-5%,i,-1.9%,0.3,3%,-2.0%,1.2,1%,64*,i,1068
COc1ccc(-c2nnn(CC(=O)c3ccccc3)n2)cc1OC,25,-25,-4%,i,0.7%,6.3,4%,-0.2%,-1.1,5%,-5,i,1128
Cn1c(CNC(=O)CCNC(=O)c2cccc(F)c2)cc(=O)n(C)c1=O,30,.,12%,i,0.8%,0.3,7%,0.0%,.,7%,.,i,.
CCC(C)Nc1nc2c(c(=O)n(C)c(=O)n2C)n1Cc1ccc(F)cc1 (stereo unspecified),36,-4,6%,i,9.1%,6.6,11%,-0.8%,-0.9,4%,2,i,1107
COC(=O)C1=C(C)N=c2s/c(=C/c3cccs3)c(=O)n2C1c1cccs1 (stereo unspecified),33,46,-4%,i,2.3%,1.2,10%,-0.4%,0.4,3%,12,i,1386
NS(=O)(=O)c1ccc(CCNc2cc(=O)n(Cc3ccc(F)cc3)c(=O)[nH]2)cc1,54,2,-1%,i,-1.2%,1.4,7%,0.1%,-1.5,10%,2,i,1125
CCn1c(=O)n(CC(=O)NC2CCCC(C)C2C)c(=O)c2ccccc21 (stereo unspecified),57,-6,6%,i,0.3%,1.4,3%,-0.1%,-1.0,4%,-13,i,1397
O=C(NCc1cccnc1)c1ccc(Cl)cc1[N+](=O)[O-],7,-7,33%,i,0.4%,0.7,7%,1.2%,1.3,9%,-16,i,978
COc1ccc2c(C(=O)c3ccc(Cl)cc3)n(CCCC(N)=O)[n+]([O-])c2c1,20,.,-13%,i,1.2%,1.1,3%,.,.,6%,.,i,.
O=C(Nc1ccccc1)c1cc([N+](=O)[O-])ccc1Cl,29,.,0%,i,1.9%,1.1,-7%,0.6%,0.9,15%,.,i,1037
Cc1ccc(C=C2C(=O)c3ccccc3C2=O)s1,18,11,2%,i,-0.2%,0.8,8%,0.0%,6.3,11%,12,i,885
CCOC(=O)CSc1nc2c(cnn2-c2ccc(F)cc2)c(=O)[nH]1,50,.,5%,i,0.7%,0.5,12%,-0.1%,.,5%,.,i,.
NC(=O)Cn1cc(/C=N\NS(=O)(=O)c2ccccc2)c2ccccc21,60,.,-2%,i,1.1%,0.8,14%,1.1%,.,17%,.,i,.
Cc1ccc(C(=O)N2CCNC(=O)C2CC(=O)Nc2ccccc2)cc1 (stereo unspecified),62,.,-3%,i,0.7%,9.1,5%,0.4%,.,1%,.,i,.
CCOC(=O)N1CCN(S(=O)(=O)c2ccc3c4c(cccc24)C(=O)N3)CC1,36,.,-5%,i,3.7%,1.0,10%,-1.0%,.,8%,.,i,.
COc1ccc(CCC(=O)N2CCN(S(=O)(=O)c3ccc(OC(F)(F)F)cc3)CC2)cc1,36,.,.,i,-0.5%,1.0,0%,.,.,.,.,i,.
Cc1cccc(Cn2c(O)c(N=NC(=S)Nc3ccccc3F)c3ccccc32)c1,32,5,-4%,i,-0.1%,0.5,1%,-1.1%,-1.7,5%,9,i,1153
CC(=O)c1c(C)[nH]c(C(=O)OCCOc2ccccc2)c1C,42,5,4%,i,3.8%,0.4,8%,-1.8%,1.4,11%,25,i,1016
Nc1nc(-c2ccccc2)nc(-c2ccccc2O)n1,12,.,.,i,2.2%,0.4,2%,1.5%,.,.,.,i,.
O=C(CCN1C(=O)C2CC=C(Cl)CC2C1=O)NCc1ccco1 (stereo unspecified),44,1,-5%,i,0.9%,1.7,6%,-0.1%,.,5%,7,i,.
CCCN1C(=O)/C(=C/c2nc3ccccc3c(=O)[nH]2)c2ccccc21,53,8,-4%,i,1.3%,0.3,10%,-0.3%,0.8,3%,18,i,913
O=C(NCc1ccccc1)c1ccc(Oc2ccc(C(=O)NCc3ccccc3)cc2)cc1,37,12,-1%,i,1.6%,0.7,17%,0.3%,.,4%,4,i,.
N#Cc1cccc(CS(=O)(=O)c2ccc(Cl)cc2)c1,31,.,3%,i,-0.6%,0.7,4%,-0.9%,.,2%,.,i,.
Cc1cc2c(cc1S(=O)(=O)NCc1ccccc1Cl)OCCN2C,.,.,.,i,2.0%,1.1,2%,0.1%,.,10%,.,i,.
CCCC(=O)Nc1nnc(SCC(=O)N2C(C)CCCC2C)s1 (stereo unspecified),23,.,-2%,i,2.4%,1.3,5%,-0.5%,.,12%,.,i,.
CC[C@H](C)[C@@H](C(=O)N1CCNCC1)n1cc([C@@H](N)CO)nn1,.,1,-9%,i,0.1%,1.2,5%,0.5%,-2.9,-7%,8,.,1239
COc1ccc(Cl)cc1S(=O)(=O)N1CCN(C(=O)c2ccco2)CC1,3,8,-2%,i,1.4%,2.4,4%,-0.4%,0.3,2%,0,i,959
CC(C)(C)c1ccc(OCCC(=O)OCC(=O)N2c3ccccc3NC(=O)C2(C)C)cc1,46,.,8%,i,-0.2%,0.4,3%,.,.,9%,.,i,.
Cc1nnn(C23CC4CC(CC(CC(=O)Nc5ccc(C)c(C)c5)(C4)C2)C3)n1,5,4,-11%,i,5.5%,0.3,10%,-1.4%,-0.8,8%,6,i,984
Cc1cc(C)cc(NC(=O)c2nnn(Cc3cc(C)ccc3C)c2N)c1,39,24,-1%,i,-2.7%,1.9,8%,0.8%,-1.4,0%,13,i,1134
O=C(Cc1ccccc1)NCCCN1CCN(CCCNC(=O)Cc2ccccc2)CC1,34,7,-18%,i,-0.6%,0.9,6%,-0.4%,.,3%,1,i,.
Fc1ccc2c(c1)/C(=N/Nc1ccccn1)CCS2,36,68*,-5%,i,20%,0.2,12%,-1.3%,-2.6,-2%,48*,i,1105
Cc1cccc(C)c1NC(=O)CNC(=O)c1ccc(N2CCCC2)c([N+](=O)[O-])c1,5,.,.,i,5.4%,1.0,5%,.,.,.,.,i,.
CN(C(=O)c1cccc(Nc2ccc(-c3ccc4c(c3)OCCO4)nn2)c1)C1CCCCC1,61,57,23%,i,16%,0.3,3%,0.9%,.,9%,22,i,.
N=c1n(Cc2ccccc2)c2ccccc2n1CC(O)c1ccccc1 (stereo unspecified),42,18,23%,i,1.3%,0.8,1%,-1.5%,-0.2,11%,-13,i,928
Cc1onc(-c2ccccc2)c1C(=O)c1ccccc1,11,.,-2%,i,2.0%,0.9,10%,-0.4%,-0.9,6%,.,i,1231
CC(C)c1ccc(CNC(=O)C2CC(=O)N(C3CCCCC3)C2)cc1 (stereo unspecified),37,.,10%,i,1.7%,0.4,12%,0.1%,.,21%,.,i,.
CC(=O)CS(=O)(=O)c1ccc(Oc2ccc(S(=O)(=O)CC(C)=O)cc2)cc1,32,-9,12%,i,-0.6%,0.6,6%,-0.3%,-5.1,14%,1,i,652
O=C(NC1CCCC1)c1sc(=S)n2c1[nH]c(=O)c1ccccc12,42,10,-6%,i,21%,1.0,?,-0.7%,-0.5,>100µM*,22,i,960
CC(C)c1cc(=O)n2[nH]c(SCc3ccccc3)nc2n1,30,.,0%,i,4.1%,1.0,12%,-0.2%,.,5%,.,i,.
O=C(COc1ccccc1)Nc1nnc(S(=O)(=O)N2CCCCC2)s1,11,.,0%,i,2.3%,0.7,8%,1.2%,.,10%,.,i,.
COc1ccc(C(c2c(O)ccc3ccccc23)N2CCOCC2)c(OC)c1 (stereo unspecified),52,-5,-13%,i,?,1.7,12%,.,-2.3,8%,9,i,1029
NC1=NS(=O)(=O)NC1c1ccc(F)cc1 (stereo unspecified),34,-11,-3%,i,-1.0%,0.2,9%,0.1%,.,-7%,-6,i,.
COc1cc([N+](=O)[O-])ccc1NC(=O)CSc1nnc(C)c(C)n1,23,6,5%,i,18%,0.3,6%,-0.2%,0.6,-5%,10,i,1066
COc1ccc(NC(=O)c2ccc(COc3ccccc3)o2)c(OC)c1,46,.,0%,i,1.5%,0.3,8%,-0.3%,.,-3%,.,i,.
O=C1N[C@@H](Cc2cn(S(=O)(=O)c3c(F)c(F)c(F)c(F)c3F)c3ccccc23)C(=O)N[C@H]1Cc1ccccc1,27,.,3%,.,3.6%,.,.,-0.4%,.,-1%,.,i,.
Cc1cc(C)c(C)c(C(=O)c2ccccc2C(=O)O)c1C,22,-7,0%,i,-1.4%,0.6,15%,0.2%,0.3,0%,1,i,1539
Cc1c(O)ccc(/C=N/Nc2ncccc2[N+](=O)[O-])c1O,62,.,1%,i,-0.6%,0.3,-1%,-0.6%,.,4%,.,i,.
COc1cc(Cl)c(C)cc1NC(=O)CSc1sc2c(O)cc(=O)[nH]c2c1C#N,23,.,3%,i,0.6%,0.4,13%,-0.5%,.,8%,.,i,.
CC(C)c1ccc(OCC(=O)N(c2ccccn2)C2CCCCC2)cc1,45,36,4%,i,2.6%,1.3,-13%,-0.8%,1.1,10%,-6,i,1097

A few values from the results shown.
Entry for COc1ccc(Cl)cc1S(=O)(=O)N1CCN(C(=O)c2ccco2)CC1 in Salmonella PhoP GFP: -2%
Entry for COc1ccc2c(C(=O)c3ccc(Cl)cc3)n(CCCC(N)=O)[n+]([O-])c2c1 in Rac1 GTP hydrolysis: 3%
Entry for O=C(NCc1cccnc1)c1ccc(Cl)cc1[N+](=O)[O-] in WT yeast gro inh mutant strain: -16
